CHRM5 PAM: human M5 muscarinic receptor positive allosteric modulators, primary screen, CHO-K1 cells, Fluo-8 calcium fluorescence; Muscarinic acetylcholine receptor M5 (Homo sapiens), P08912; CHO-K1 hM5, ACh EC20 PAM; 0% = ACh EC20, 100% = ACh EC100; activation, % at 3 µM; 360,000 tested, 0.3% active; AID 624038, 2012;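 active = activation above the run cutoff, the mean activation of all test compounds plus 3 SD, cut at about 18% in these data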
Target sequence (P08912 whole entry, looked up): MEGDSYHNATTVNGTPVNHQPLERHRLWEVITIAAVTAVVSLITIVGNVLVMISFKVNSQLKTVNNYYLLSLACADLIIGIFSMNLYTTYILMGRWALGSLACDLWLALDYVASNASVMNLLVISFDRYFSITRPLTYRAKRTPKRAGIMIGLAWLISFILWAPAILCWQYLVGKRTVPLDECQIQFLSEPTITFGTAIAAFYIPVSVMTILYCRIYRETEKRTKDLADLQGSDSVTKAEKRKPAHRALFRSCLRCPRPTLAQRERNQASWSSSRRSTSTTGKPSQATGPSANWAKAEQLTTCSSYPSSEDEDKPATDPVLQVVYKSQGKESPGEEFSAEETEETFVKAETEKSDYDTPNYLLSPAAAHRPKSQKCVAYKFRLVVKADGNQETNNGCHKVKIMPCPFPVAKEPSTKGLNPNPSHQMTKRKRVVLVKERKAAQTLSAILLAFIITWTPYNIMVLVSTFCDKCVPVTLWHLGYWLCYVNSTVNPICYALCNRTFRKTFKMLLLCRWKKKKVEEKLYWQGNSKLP
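Assay system: CHO-K1 hM5 cells / Incubation: Fluo-8 loading 80 min at 37 °C plus 30 min room temperature / Technique: Fluo-8 calcium dye fluorescence, kinetic read / Repeats: single replicate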
M1 PAM: human M1 muscarinic receptor positive allosteric modulators, primary screen, CHO-K1 cells, Fluo-8 calcium fluorescence, 1536-well; Muscarinic acetylcholine receptor M1 (Homo sapiens), P11229; CHO-K1 hM1, ACh EC20; 0% = ACh EC20, 100% = maximal ACh; activation, % at 3 µM; 360,000 tested, 0.088% active; in the data active = activation above about 19%, passing the limit was not always enough
CHRM5 antagonist: human M5 muscarinic receptor antagonists, primary screen, CHO cells, Fluo-8 calcium fluorescence; inhibition, % at 3 µM; CHO-hM5 cells, ACh EC80; 360,000 tested, 0.59% active; Muscarinic acetylcholine receptor M5 (Homo sapiens), P08912;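 active = inhibition above a per-plate cutoff, the mean of that plate's test compounds plus 3 SD, cut at about 27% in these data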;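 note: 0% = acetylcholine EC80 with DMSO and 100% = DMSO without agonist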
CHRM5 agonist: human M5 muscarinic receptor agonists, primary screen, CHO-K1 cells, Fluo-8 calcium fluorescence; CHO-K1 hM5 cells; 0% DMSO wells, 100% maximal acetylcholine response; activation, % at 3 µM; 360,000 tested, 0.19% active; AID 624037, 2012;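 active = activation above the run's mean over test compounds plus 3 SD, cut at about 23% in these data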;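 note: signal is peak over basal fluorescence ratio across the kinetic read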
CRFR2-BP antag: antagonists of CRF-BP/CRF-R2 complex, primary screen, cell-based, HEK293, calcium dye fluorescence, uHTS. AID 588475, 2011. inhibition, % at 11.8 µM. CRF-induced calcium fluorescence. 350,000 tested, 0.59% active;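 active = inhibition of the ligand-induced calcium signal above about 50% at the single tested concentration, limit read from the data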
CHRM4 agonist: human M4 muscarinic receptor agonists, primary screen, CHO-K1 cells, Fluo-8 calcium fluorescence; Muscarinic acetylcholine receptor M4 (Homo sapiens), P08173; CHO-K1 hM4/Gqi5; vehicle 0%, full acetylcholine response 100%; activation, % at 3 µM; 360,000 tested, 0.14% active; AID 624127, 2012;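 active = activation above the run mean over all test wells plus 3 SD, cut at about 32% in these data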;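 note: peak over basal fluorescence ratio per well then scaled between controls; 0% = DMSO wells and 100% = acetylcholine at EC100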
Target sequence (P08173 whole entry, looked up): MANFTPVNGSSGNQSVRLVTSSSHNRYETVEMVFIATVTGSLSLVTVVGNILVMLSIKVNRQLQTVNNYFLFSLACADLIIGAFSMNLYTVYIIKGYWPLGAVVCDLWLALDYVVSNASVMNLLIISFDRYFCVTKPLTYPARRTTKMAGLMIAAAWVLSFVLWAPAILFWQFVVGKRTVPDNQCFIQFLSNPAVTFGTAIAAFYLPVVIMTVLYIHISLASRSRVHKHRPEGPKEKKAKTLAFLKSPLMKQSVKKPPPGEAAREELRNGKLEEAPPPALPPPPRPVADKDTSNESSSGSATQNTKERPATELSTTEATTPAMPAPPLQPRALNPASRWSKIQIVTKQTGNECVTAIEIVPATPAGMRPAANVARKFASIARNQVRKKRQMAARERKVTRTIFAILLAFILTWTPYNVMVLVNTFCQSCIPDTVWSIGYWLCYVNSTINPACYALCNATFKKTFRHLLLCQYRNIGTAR
CRFBP-R2 agonist: agonists of CRF-BP/CRF-R2 complex, primary screen, cell-based, HEK293, calcium dye fluorescence, uHTS. CRF-binding protein / CRF receptor 2 complex (human). calcium dye fluorescence (FLIPR); percent of saturating CRF peptide response. activation, % at 13.2 µM. 350,000 tested, 0.46% active;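 active = activation of at least 50%, plus an integration ratio under a set limit after plate pattern correction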;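 note: plate controls were neutral control wells without compound for no effect and CRF at EC100 for full effect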
M4 PAM: human M4 muscarinic receptor positive allosteric modulators, primary screen, CHO-K1 cells, Fluo-8 calcium fluorescence; Muscarinic acetylcholine receptor M4 (Homo sapiens), P08173; CHO-K1 hM4/Gqi5, ACh EC20; 0% = ACh EC20, 100% = maximal ACh; activation, % at 3 µM; 360,000 tested, 0.4% active; AID 624126, 2012;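 active = activation above its plate's cutoff, the mean activation of sample wells plus 3 SD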; note: some results filed as inactive read as strong as hits
M4 antag: human M4 muscarinic receptor antagonists, primary screen, CHO cells, Fluo-8 calcium fluorescence | CHO-hM4 cells, ACh EC80 | inhibition, % at 3 µM | AID 624125, 2012 | 360,000 tested, 0.73% active | Muscarinic acetylcholine receptor M4 (Homo sapiens), P08173;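 active = inhibition above its plate's cutoff, the mean inhibition of sample wells plus 3 SD, cut at about 27% in these data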;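 note: 0% = acetylcholine EC80 with DMSO and 100% = DMSO without agonist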
The depositor's hits bear a star.

Start of the data: the first five records, ahead of the listing:
For CCC(C)[C@H](N)c1cn([C@@H](Cc2ccc(O)cc2)C(=O)N2CCNCC2)nn1 (some centres not stated) the results were CHRM5 PAM 1, M1 PAM 3, CHRM5 antagonist 6, CHRM5 agonist 2, CRFR2-BP antag 2, CHRM4 agonist 2, CRFBP-R2 agonist -1.4, M4 PAM 5 and M4 antag -2.
`O=C(Nc1ccccc1N1CCN(C(=O)c2ccc(Cl)cc2)CC1)c1ccc([N+](=O)[O-])o1` gave CHRM5 PAM -2, M1 PAM -7, CHRM5 antagonist 5, CHRM5 agonist -2, CRFR2-BP antag 6, CHRM4 agonist 12, CRFBP-R2 agonist -0.5, M4 PAM -1 and M4 antag 2.
Screening COC(=O)c1ccsc1NC(=O)C1=COCCO1 returned CHRM5 PAM 1, M1 PAM 8, CHRM5 antagonist 0, CHRM5 agonist 0, CRFR2-BP antag 36, CHRM4 agonist -1, CRFBP-R2 agonist -0.2, M4 PAM 3 and M4 antag -13.
For CCOc1cc(CNn2cnnc2)cc(Cl)c1OCC(=O)NC(C)(C)C the results were CHRM5 PAM 14, M1 PAM 17, CHRM5 antagonist -3, CHRM5 agonist 4, CRFR2-BP antag 1, CHRM4 agonist 1, CRFBP-R2 agonist -0.5, M4 PAM 4 and M4 antag -5.
OCC(O)C(O)C(O)C(O)c1nc2ccccc2[nH]1 (configuration not stated) was read as CHRM5 PAM 4, M1 PAM 7, CHRM5 antagonist -11, CHRM5 agonist 2, CRFR2-BP antag 4, CHRM4 agonist 1, CRFBP-R2 agonist 0.9, M4 PAM 7 and M4 antag -2.

This part in full, from the start:
For CCC(C)[C@H](N)c1cn([C@@H](Cc2ccc(O)cc2)C(=O)N2CCNCC2)nn1 (some centres not stated) the results were CHRM5 PAM 1, M1 PAM 3, CHRM5 antagonist 6, CHRM5 agonist 2, CRFR2-BP antag 2, CHRM4 agonist 2, CRFBP-R2 agonist -1.4, M4 PAM 5 and M4 antag -2.
`O=C(Nc1ccccc1N1CCN(C(=O)c2ccc(Cl)cc2)CC1)c1ccc([N+](=O)[O-])o1` gave CHRM5 PAM -2, M1 PAM -7, CHRM5 antagonist 5, CHRM5 agonist -2, CRFR2-BP antag 6, CHRM4 agonist 12, CRFBP-R2 agonist -0.5, M4 PAM -1 and M4 antag 2.
Screening COC(=O)c1ccsc1NC(=O)C1=COCCO1 returned CHRM5 PAM 1, M1 PAM 8, CHRM5 antagonist 0, CHRM5 agonist 0, CRFR2-BP antag 36, CHRM4 agonist -1, CRFBP-R2 agonist -0.2, M4 PAM 3 and M4 antag -13.
For CCOc1cc(CNn2cnnc2)cc(Cl)c1OCC(=O)NC(C)(C)C the results were CHRM5 PAM 14, M1 PAM 17, CHRM5 antagonist -3, CHRM5 agonist 4, CRFR2-BP antag 1, CHRM4 agonist 1, CRFBP-R2 agonist -0.5, M4 PAM 4 and M4 antag -5.
OCC(O)C(O)C(O)C(O)c1nc2ccccc2[nH]1 (configuration not stated) was read as CHRM5 PAM 4, M1 PAM 7, CHRM5 antagonist -11, CHRM5 agonist 2, CRFR2-BP antag 4, CHRM4 agonist 1, CRFBP-R2 agonist 0.9, M4 PAM 7 and M4 antag -2.
`CN(C)S(=O)(=O)c1cc(C(=O)NCC2CCCO2)c(Cl)cc1Cl` (configuration not stated) gave CHRM5 PAM -1, M1 PAM 5, CHRM5 antagonist -1, CHRM5 agonist -1, CRFR2-BP antag 10, CHRM4 agonist 1, CRFBP-R2 agonist -1.2, M4 PAM -1 and M4 antag 6.
`Cc1cc(F)cc(-c2cc(C(=O)NCc3cccc(Cl)c3)[nH]n2)c1` gave CHRM5 PAM -6, M1 PAM -9, CHRM5 antagonist -3, CHRM5 agonist 0, CHRM4 agonist 13, M4 PAM -5 and M4 antag -6.
For O=C(c1ccc2nc(N3CCOCC3)sc2c1)N1CCCC1 the results were CHRM5 PAM -4, M1 PAM 7, CHRM5 antagonist 6, CHRM5 agonist 1, CRFR2-BP antag 10, CHRM4 agonist 1, CRFBP-R2 agonist 0.3, M4 PAM -2 and M4 antag -10.
For Cc1cc(C)c2c(=O)n3c(nc2c1)C(C)NC(=O)c1cccnc1-3 (configuration not stated) the results were CHRM5 PAM 1, M1 PAM 8, CHRM5 antagonist -2, CHRM5 agonist -1, CRFR2-BP antag -26, CHRM4 agonist 0, CRFBP-R2 agonist -0.4, M4 PAM 6 and M4 antag -12.
CCOc1ccccc1NC(=O)C(NCC1(N2CCCCC2)CCCCC1)c1ccccc1 (configuration not stated) was read as CHRM5 PAM -5, M1 PAM 0, CHRM5 antagonist -2, CHRM5 agonist -8, CRFR2-BP antag -8, CHRM4 agonist 2, CRFBP-R2 agonist -1.2, M4 PAM -8 and M4 antag 1.
CC(C(=O)N1CCc2ccccc21)N(C)CC(=O)Nc1ccc(F)cc1 (configuration not stated) was read as CHRM5 PAM 5, M1 PAM 12, CHRM5 antagonist 4, CHRM5 agonist -4, CRFR2-BP antag 10, CHRM4 agonist 2, CRFBP-R2 agonist -0.8, M4 PAM 2 and M4 antag -10.
Screening CC1CCCC(NCC(=O)Nc2ccc(C(N)=O)cc2)C1C (configuration not stated) returned CHRM5 PAM 4, M1 PAM 9, CHRM5 antagonist -1, CHRM5 agonist 5, CRFR2-BP antag -13, CHRM4 agonist 3, CRFBP-R2 agonist 0.9, M4 PAM 3 and M4 antag 4.
`COc1ccc(CN2CCC[C@]3(N[C@H](c4ccccc4)[C@@H]4C(=O)N(C)C(=O)[C@@H]43)C2=O)cc1` gave CHRM5 PAM 1, M1 PAM 12, CHRM5 antagonist 6, CHRM5 agonist 1, CRFR2-BP antag -6, CHRM4 agonist 0, CRFBP-R2 agonist 1.3, M4 PAM 1 and M4 antag -13.
COc1ccc(N2C(=O)/C(=C/c3ccc([N+](=O)[O-])cc3)N=C2C)cc1 was read as CHRM5 PAM 4, M1 PAM 4, CHRM5 antagonist -6, CHRM5 agonist 3, CRFR2-BP antag 8, CHRM4 agonist 3, CRFBP-R2 agonist -0.7, M4 PAM 4 and M4 antag -3.
O=C(NCCN1CCOCC1)c1cc2cc(Br)ccc2oc1=O was read as CHRM5 PAM -6, M1 PAM -1, CHRM5 antagonist -3, CHRM5 agonist -1, CRFR2-BP antag 7, CHRM4 agonist 1, CRFBP-R2 agonist -3.4, M4 PAM 28 and M4 antag 3.
O=C(c1[nH]c(C(F)(F)F)nc1-c1ccccc1)N1CCC(C(O)(c2ccccc2)c2ccccc2)CC1 was read as CHRM5 PAM 1, M1 PAM 2, CHRM5 antagonist 6, CHRM5 agonist -4, CHRM4 agonist 2, M4 PAM 14 and M4 antag -27.
`COCCN(CCOC)Cc1c(O)ccc2c3c(c(=O)oc12)CCC3` gave CHRM5 PAM 16, M1 PAM 14, CHRM5 antagonist -1, CHRM5 agonist -4, CRFR2-BP antag 2, CHRM4 agonist 1, CRFBP-R2 agonist -0.7, M4 PAM 15 and M4 antag 4.
Screening COc1ccc(Cc2noc(-c3ccccc3)n2)cc1OC returned CHRM5 PAM 6, M1 PAM 7, CHRM5 antagonist -5, CHRM5 agonist 2, CRFR2-BP antag 9, CHRM4 agonist 4, CRFBP-R2 agonist 2.7, M4 PAM -2 and M4 antag -6.
`Cc1cccc(C)c1Nc1nnc(SCc2cc([N+](=O)[O-])cc3c2OCOC3)s1` gave CHRM5 PAM -18, M1 PAM -11, CHRM5 antagonist 6, CHRM5 agonist -8, CRFR2-BP antag -15, CHRM4 agonist 3, CRFBP-R2 agonist -4.8, M4 PAM -14 and M4 antag -13.
`Nc1c(C(=O)NCC2CCCO2)sc(=S)n1-c1ccccc1` (configuration not stated) gave CHRM5 PAM 0, M1 PAM 8, CHRM5 antagonist -7, CHRM5 agonist 3, CRFR2-BP antag 14, CHRM4 agonist 2, CRFBP-R2 agonist -1.9, M4 PAM 6 and M4 antag 1.
N#CCn1c(C2CCCCC2)nc2ccccc2c1=O was read as CHRM5 PAM -5, M1 PAM 4, CHRM5 antagonist -3, CHRM5 agonist -11, CRFR2-BP antag -2, CHRM4 agonist 0, CRFBP-R2 agonist -3.4, M4 PAM 3 and M4 antag -5.
CNc1cncc(-c2ccccc2NC(C)=O)n1 was read as CHRM5 PAM 0, M1 PAM 6, CHRM5 antagonist 1, CHRM5 agonist 0, CHRM4 agonist 2, M4 PAM 4 and M4 antag -15.
Screening O=C(O)COc1ccccc1/C=C1\SC(=S)N(NC(=O)c2ccccc2O)C1=O returned CHRM5 PAM 6, M1 PAM 10, CHRM5 antagonist 1, CHRM5 agonist 15, CRFR2-BP antag -5, CHRM4 agonist 9, CRFBP-R2 agonist 0.6, M4 PAM 9 and M4 antag -1.
CCc1ccc(CN(C)C(=O)c2cc(=O)c3ccccc3o2)cc1 was read as CHRM5 PAM 0, M1 PAM 9, CHRM5 antagonist 8, CHRM5 agonist 0, CRFR2-BP antag 1, CHRM4 agonist 6, CRFBP-R2 agonist -0.3, M4 PAM -8 and M4 antag 7.
`CN(Cc1ccccc1)C(=O)c1cc(S(=O)(=O)N2CCOCC2)cn1C` gave CHRM5 PAM 2, M1 PAM 4, CHRM5 antagonist -4, CHRM5 agonist 2, CRFR2-BP antag 33, CHRM4 agonist 1, CRFBP-R2 agonist -0.4, M4 PAM 9 and M4 antag -4.
`COc1ccc2nc(C)cc(SCC(=O)Nc3c(C)cc(C)cc3C)c2c1` gave CHRM5 PAM 2, M1 PAM -2, CHRM5 antagonist -3, CHRM5 agonist 1, CRFR2-BP antag 6, CHRM4 agonist 1, CRFBP-R2 agonist -0.8, M4 PAM -1 and M4 antag 10.
`Nc1nc(Nc2cccc(Cl)c2)nc(NCCO)c1[N+](=O)[O-]` gave CHRM5 PAM -2, M1 PAM 14, CHRM5 antagonist 16, CHRM5 agonist 6, CRFR2-BP antag -22, CHRM4 agonist 4, CRFBP-R2 agonist -1.7, M4 PAM 5 and M4 antag 1.
Screening CC1(C)CN(c2cccc(Br)c2)C1=O returned CHRM5 PAM -10, M1 PAM -21, CHRM5 antagonist 13, CHRM5 agonist -5, CRFR2-BP antag 8, CHRM4 agonist 1, CRFBP-R2 agonist -1.6, M4 PAM 2 and M4 antag 3.
`CC(=O)c1ccc(NC(=O)CSC2=NS(=O)(=O)c3cc(Cl)ccc3N2)cc1` gave CHRM5 PAM 0, M1 PAM 9, CHRM5 antagonist 8, CHRM5 agonist 2, CRFR2-BP antag -1, CHRM4 agonist -1, CRFBP-R2 agonist 0.9, M4 PAM 1 and M4 antag 4.
For CS(=O)(=O)Cc1ccc(C(=O)N(CCc2ccccc2)Cc2ccccc2)cc1 the results were CHRM5 PAM 3, M1 PAM 4, CHRM5 antagonist -1, CHRM5 agonist 1, CRFR2-BP antag -6, CHRM4 agonist 7, CRFBP-R2 agonist -1.4, M4 PAM 5 and M4 antag -9.

From PubChem
